MrgX1 ag: agonists of human MrgX1 receptor; MrgX1-HEK293 cells, Fluo-4 calcium fluorescence, agonist mode; active compounds read high; B-score at 10 µM; Q96LB2; AID 588627; 0.44% of 310,000 active;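 active = calcium response B-score plate-corrected fluorescence ratio at least 3 library SD, with starting fluorescence B-score inside 5 SD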
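Material: MrgX1-expressing HEK293 cells / Dosing: compound as first of three additions / Incubation: overnight seeding, then 1 h dark dye loading / Signal: Fluo-4 NW calcium fluorescence / Evaluation: B-scored fluorescence response ratio / Benchmarks: positive and negative control wells on each plate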
Platelet DG rel: modulates dense granule release in human platelets | human platelet-rich plasma, SFLLRN dense granule ATP release, luminescence | inhibition, %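 (compounds screened at 7.5 µM in platelet-rich plasma)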 | 0.22% of 300,000 active;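 active = mean replicate score, as percent of positive control, at or above 50; inconclusive = mean below 50 but at least one replicate at or above 50; inactive = mean and every replicate below 50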
SKKanGAS inh: SKKanGAS growth inhibition. S. pyogenes SKKanGAS, kanamycin growth, BacTiter-Glo, 6 h. inhibition, % at 7.5 µM. 1.3% of 300,000 active;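 active = mean replicate score, as percent of positive control median, at least 50; inconclusive = mean below 50 but one replicate at or above 50; inactive = mean and every replicate below 50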;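 also: strain carries kanamycin resistance gene driven by streptokinase promoter and grows in 40 µg/ml kanamycin; loss of luminescence reflects streptokinase promoter inhibition or plain growth inhibition; 0% = median of DMSO wells and 100% = positive control at its reference dose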
TRPC4 block: TRPC4 (mouse) channel inhibition. Q9QUQ5. HEK293 TRPC4beta/mu-opioid, DAMGO-evoked Fluo4 calcium flux; active compounds read low. B-score at 10 µM. 0.39% of 300,000 active;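 active = B-score over 3 SD under the library average, no early fluorescence shift, positive overall ratio signal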
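Assay system – HEK293 line stably carrying TRPC4beta and mu-opioid receptor · Doses – single dose · Detection – Fluo4 calcium-dye fluorescence, kinetic read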
MrgX1 allo act: allosterically activates human MrgX1 receptor signaling; Q96LB2; MrgX1-HEK293, Fluo-4 calcium flux, FDSS; active compounds read high; B-score at 10 µM; 0.63% of 310,000 active; AID 588675;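 active = plate-corrected calcium response at least 3 library SD above typical, normal starting fluorescence, not activating the receptor alone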;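 also: compound read alongside a low EC10 to EC30 dose of BAM8-22 agonist; peak minus trough fluorescence over baseline measured at the second addition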
TRPC6 inh: blocks the mouse TRPC6 cation channel; Q61143; HEK293-TRPC6, membrane potential dye, ACh-evoked depolarization; active compounds read low; B-score at 10 µM; 1.1% of 310,000 active;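 active = B-score under library mean minus 3 SD, initial fluorescence not abnormally high, positive integrated signal ratio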;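 also: B-score derived from integrated fluorescence ratio over the kinetic read; more negative B-score means stronger inhibition of depolarization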
Target sequence (Q61143 whole entry, looked up): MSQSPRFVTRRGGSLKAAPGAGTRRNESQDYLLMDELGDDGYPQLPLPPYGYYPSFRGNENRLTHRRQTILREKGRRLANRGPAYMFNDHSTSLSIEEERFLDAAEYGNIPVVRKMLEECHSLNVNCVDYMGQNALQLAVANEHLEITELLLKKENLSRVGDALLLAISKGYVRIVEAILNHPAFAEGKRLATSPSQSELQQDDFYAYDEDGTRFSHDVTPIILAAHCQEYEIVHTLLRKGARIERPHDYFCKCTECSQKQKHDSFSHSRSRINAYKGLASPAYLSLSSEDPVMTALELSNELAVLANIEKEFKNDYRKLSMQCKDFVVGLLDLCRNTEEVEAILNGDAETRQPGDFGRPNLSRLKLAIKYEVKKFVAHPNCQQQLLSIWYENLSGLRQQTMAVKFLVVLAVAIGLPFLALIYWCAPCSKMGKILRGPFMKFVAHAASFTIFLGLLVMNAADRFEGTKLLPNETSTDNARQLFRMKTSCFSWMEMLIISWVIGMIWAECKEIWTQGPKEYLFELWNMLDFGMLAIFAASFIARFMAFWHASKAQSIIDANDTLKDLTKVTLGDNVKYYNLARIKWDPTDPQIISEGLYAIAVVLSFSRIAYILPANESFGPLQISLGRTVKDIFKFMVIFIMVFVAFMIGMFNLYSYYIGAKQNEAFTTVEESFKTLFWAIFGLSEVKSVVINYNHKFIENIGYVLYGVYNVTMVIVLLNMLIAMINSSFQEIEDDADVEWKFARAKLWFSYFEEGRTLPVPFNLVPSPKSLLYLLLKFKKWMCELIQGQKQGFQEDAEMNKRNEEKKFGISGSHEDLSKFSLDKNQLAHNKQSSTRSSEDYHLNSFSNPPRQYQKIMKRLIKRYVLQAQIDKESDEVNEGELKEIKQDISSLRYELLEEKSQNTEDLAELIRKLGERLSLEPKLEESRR
MrgX1 antag: blocks BAM8-22 activation of human MrgX1 receptor. Q96LB2. MRGX1-HEK293 calcium flux, Fluo-4, BAM8-22 antagonism; active compounds read low. B-score at 10 µM. 1.3% of 310,000 active. AID 588676;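 active = calcium-response B-score plate-corrected more than 3 library SD below zero, starting fluorescence within 5 deviations, no agonist response on first addition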;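 also: peak minus trough fluorescence over baseline after final BAM8-22 challenge near maximal dose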
TRPC6 act: activators of mouse TRPC6 channel | 0.13% of 310,000 active | B-score at 10 µM | HEK293-TRPC6 membrane potential dye fluorescence; active compounds read high;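 active = B-score of the integrated fluorescence ratio above library mean plus 3 SD, and starting fluorescence ratio within library mean plus 5 SD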;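 also: higher score means more depolarization so channel activation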
RGS4 block: inhibitors of human RGS4; HEK293 M3R/RGS4 inducible, Fluo-4 calcium flux; active compounds read high; triggered by carbachol at its EC20; B-score at 10 µM; 0.45% of 310,000 active;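 active = B-score, a plate-corrected calcium signal, over three deviations above library mean, with baseline fluorescence within five deviations of library mean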;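 also: RGS4 expression induced by doxycycline in cells with stable M3 receptor; B-score is computed from the integrated fluorescence ratio over baseline after carbachol; higher B-score means a larger calcium signal and so more RGS4 inhibition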
Target sequence (P49798 whole entry, looked up): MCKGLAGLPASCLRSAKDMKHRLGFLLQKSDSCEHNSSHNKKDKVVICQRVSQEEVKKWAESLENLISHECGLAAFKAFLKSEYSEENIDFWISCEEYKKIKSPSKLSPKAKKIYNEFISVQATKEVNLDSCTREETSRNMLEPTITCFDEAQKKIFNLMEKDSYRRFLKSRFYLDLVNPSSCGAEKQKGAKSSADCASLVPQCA
HIF act: HIF pathway transcriptional activation; U2OS HRE-luciferase reporter, luminescence; normalized: DMSO 0%, desferrioxamine 100%; activation, % at 7.5 µM (by protocol); 0.32% of 300,000 active;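 active = mean activation of at least 10% of the iron chelator positive control signal, with at least half of replicates also reaching 10%; inconclusive = mean and replicate majority disagree about reaching 10%; inactive = mean and most replicates under 10%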
RGS4 act: RGS4 potentiation or activation; HEK293 M3R/inducible RGS4, carbachol calcium flux Fluo4; active compounds read low; B-score at 10 µM; 0.92% of 310,000 active;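 active = B-score of the integrated calcium signal more than 4 SD below the library mean, with starting fluorescence not abnormally high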;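 also: negative B-score means reduced calcium response which marks RGS4 activation or potentiation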
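test system = HEK293 cells with stable M3R and inducible RGS4 | schedule = recording 10 s baseline at 1 Hz, 100 s post-agonist | technique = Fluo4-AM (2 µM) calcium-flux fluorescence, kinetic read | measure = Agonist-evoked peak-minus-minimum fluorescence over baseline, integrated ratio, B score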
* marks the source's active call; other numbers are inactive results; i = inactive; ? = inconclusive; · = no result given.

SMILES	MrgX1 ag	Platelet DG rel	SKKanGAS inh	TRPC4 block	MrgX1 allo act	TRPC6 inh	MrgX1 antag	TRPC6 act	RGS4 block	HIF act	RGS4 act
COCCCC1CCN(Cc2nc(Cc3ccccc3Cl)no2)CC1	i	0	-3	i	i	i	i	i	i	1.2	i
COc1ccc(OCCCC(=O)Nc2ncn[nH]2)cc1	i	-4	-5	i	i	i	i	i	i	-0.2	i
Cc1c(CC(=O)N2CCC(C(N)=O)CC2)c(=O)oc2cc3c(cc12)CCC1(CCCCC1)O3	i	2	5	i	i	i	i	i	i	0.2	-8.9*
CCOc1ccc(NC(=O)CCC(=O)NNC(=O)c2ccc(Br)o2)cc1	i	-4	-1	i	i	i	i	i	i	-5.4	i
O=c1[nH][nH]c(C(F)(F)F)c1C=NCc1ccc(Cl)cc1	i	-2	1	i	i	i	i	i	i	-1.3	i
Cc1cccc(NC(=O)C(Cc2ccccc2)c2nn[nH]n2)c1C (centres undefined)	i	3	1	i	i	i	i	i	i	0.6	i
COc1ccc(F)cc1CN1CCN(C(=O)CCC(=O)Nc2nnc(C3CCCCC3)s2)CC1	i	-4	-10	i	i	i	i	i	i	0.3	i
O=C(Nc1nc2ccc([N+](=O)[O-])cc2s1)c1c(F)cccc1F	i	0	-5	i	i	i	i	i	i	?	i
CC1CCN(C(=O)c2[nH]cnc2C(=O)NCC(=O)OCc2ccccc2)CC1	i	1	-8	i	i	i	i	i	i	-7.8	i
COc1cccc(CN2CC(C(=O)N(C)Cc3nc(C)cs3)CCC2=O)c1 (centres undefined)	·	-3	1	i	·	i	·	i	i	-1.7	i
Cc1coc2cc3oc(=O)c(CCC(=O)NCCCn4ccnc4)c(C)c3cc12	i	-2	-2	i	i	i	i	i	i	0.0	i
Cc1cc(C)cc(NC(=O)Nc2ccc3ccccc3n2)c1	i	10	2	i	i	i	i	i	i	0.4	i
CCCCCCCOC1(c2ccccc2)OC(=O)c2ccccc21 (centres undefined)	i	-1	9	i	i	i	i	i	i	0.0	i
CS(=O)(=O)N(CC(=O)N1CCCC1)Cc1ccc(Cl)c(Cl)c1	i	3	2	i	i	i	i	i	i	-0.8	i
O=C(Nc1ccc(Cl)c(S(=O)(=O)N2CCOCC2)c1)c1ccc(OCC2CCCO2)cc1 (centres undefined)	i	10	-14	i	i	i	-11*	i	i	0.1	-11*
N=c1oc2ccc3ccccc3c2cc1C(N)=S	i	-1	-10	i	i	i	i	i	i	0.7	i
Cc1cc(OCC(=O)Nc2ccc(F)c(F)c2)nc(C(C)C)n1	i	0	5	i	i	i	i	i	i	0.2	i
C=CC1=C2C=C(C3CC3)N(CCCN(CC)CC)C=C2C(=O)C(C)(OC(=O)c2ccco2)C1=O (centres undefined)	i	-1	2	i	i	i	i	i	i	0.0	i
O=C(c1cc([N+](=O)[O-])ccc1N1CCCC1)N1CCCC1	i	5	3	i	i	i	i	i	i	-0.6	i
Cc1cc(C)c(NC(=O)c2ccc3c(c2)C(=O)N(Cc2cccnc2)C3=O)c(C)c1	i	-12	2	i	i	i	i	i	i	0.5	i
Cn1c(=O)n(CC(N)=O)c(=O)c2c1nc(Br)n2Cc1ccccc1	i	-4	-5	i	i	i	i	i	i	-1.3	i
NC(=O)c1ccc(Nc2ccc3nonc3c2[N+](=O)[O-])cc1	i	-1	0	i	i	i	i	i	i	-0.8	i
Cc1cc(=O)[nH]c(Sc2c(-c3ccccc3)c3ccccc3[nH]c2=O)n1	i	-3	-12	i	i	i	i	i	i	0.2	i
NC(=O)c1cc([N+](=O)[O-])cc2c1C=Cc1ccccc1O2	i	2	6	i	i	i	i	i	i	-0.5	i
O=C(Nc1ccccc1Cl)c1cc[n+]([O-])cc1	i	-6	3	i	i	i	i	i	i	-2.5	i
CCOC(=O)c1cc(C#N)c(SCC(N)=O)[nH]c1=O	i	-3	-2	i	i	i	i	i	i	-0.1	i
CCN(CC)c1nc2ccccc2nc1C(C#N)C(=O)NCCCOC (centres undefined)	i	·	·	i	i	i	i	i	i	·	i
Cc1ccc(-c2nn(CCC(=O)NC(C)C)c(=O)c3ccccc23)cc1	i	-2	5	i	i	i	i	i	i	-3.4	i
O=C(COC(=O)c1cc2c(s1)CCCCC2)NC1CCS(=O)(=O)C1 (centres undefined)	i	6	4	i	i	i	i	i	i	-0.2	i
CC12CC3(C)CC(C)(C1)CC(NC(=O)N1CCCC1)(C2)C3	i	1	5	i	i	i	i	i	i	-0.3	i
Cn1c(=O)[nH]c(=O)c2c1nc1n2CC(O)CN1c1ccccc1 (centres undefined)	i	-6	-3	i	i	i	i	i	i	-28	i
CN(c1ccc(C(=O)Nc2ccccc2C(F)(F)F)cc1)S(C)(=O)=O	i	17	-5	i	i	i	i	i	i	0.4	i
COc1ccc(C/C(C)=N\NC(=O)c2c[nH]c3ccccc23)cc1OC	i	3	-4	i	i	i	i	i	i	1.2	i
O=C(COC(=O)C1CCN(c2ccc(C(F)(F)F)cn2)CC1)NCc1ccc(F)cc1	i	-7	-8	i	i	i	i	i	i	0.2	i
COc1ccccc1CNC(=O)[C@@H]1CCCN1C(=O)[C@@H]1Cc2ccccc2CN1C(=O)OC(C)(C)C	i	-10	0	i	i	i	i	i	i	0.0	i
COC(=O)/C=c1/sc2nc3ccccc3n2c1=O	i	8	-5	i	i	i	i	i	i	·	i

Retrieved by compound from the entries so far, 2 records:
SMILES	MrgX1 ag	Platelet DG rel	SKKanGAS inh	TRPC4 block	MrgX1 allo act	TRPC6 inh	MrgX1 antag	TRPC6 act	RGS4 block	HIF act	RGS4 act
CCOc1ccc(NC(=O)CCC(=O)NNC(=O)c2ccc(Br)o2)cc1	i	-4	-1	i	i	i	i	i	i	-5.4	i
CN(c1ccc(C(=O)Nc2ccccc2C(F)(F)F)cc1)S(C)(=O)=O	i	17	-5	i	i	i	i	i	i	0.4	i

Next part
SMILES	MrgX1 ag	Platelet DG rel	SKKanGAS inh	TRPC4 block	MrgX1 allo act	TRPC6 inh	MrgX1 antag	TRPC6 act	RGS4 block	HIF act	RGS4 act
COc1ccc(N2CC(C(=O)Nc3nccs3)CC2=O)cc1 (centres undefined)	i	4	10	i	i	i	i	i	i	0.0	i
COCCNC(=O)COc1coc(CN2CCN(Cc3ccccc3)CC2)cc1=O	i	0	-3	i	i	i	i	i	i	0.1	i
COc1ccc(C2C(C#N)=C(N)Oc3c2sc2nc(C)cc(C)c32)cc1 (centres undefined)	i	2	14	i	i	i	i	i	i	0.0	i
CCCN(CCC)C(C)C(=O)NCC1(c2ccccc2)CCCC1 (centres undefined)	i	-2	-10	i	i	i	i	i	i	719*	i
CC1CCN(C(=O)COC(=O)C2CCN(S(=O)(=O)c3ccc4c(c3)OCCO4)CC2)CC1	i	7	4	i	i	i	i	i	i	2.4	i
Cc1cc(C)c(-c2cc(NC(=O)COC(=O)c3ccc(CO)cc3)n(-c3ccccc3)n2)cc1C	i	-2	?	i	i	i	i	i	i	-0.2	i
OC(Cn1cnnc1)c1ccccc1 (centres undefined)	i	11	6	i	i	i	i	i	i	0.6	i
O=c1c2cc(Cl)ccc2nc(-c2ccc([N+](=O)[O-])cc2)n1O	72*	-3	5	i	i	i	i	i	i	0.0	i
CC1CCN(C(=O)C2CCN(CC(C)c3ccccc3)CC2)CC1 (centres undefined)	i	?	-7	i	i	i	i	i	i	-0.4	i
CCCOc1ccc(NC(=O)CCC(=O)NC(C)c2ccccc2)cc1 (centres undefined)	i	0	-4	i	i	i	i	i	i	-16	i
Clc1cccc(OCc2nnc(-c3ccccc3Br)o2)c1	i	8	26	i	i	i	i	i	i	1.4	i
O=C1CC(N2CCCc3ccccc32)C(=O)N1c1ccccc1 (centres undefined)	i	-1	-3	i	i	i	i	i	i	0.1	i
COc1cc(/C=C/C(=O)N2C(=O)c3cccc(N)c3C2=O)cc(OC)c1OC	i	-3	2	i	i	i	i	i	i	-0.3	i
COc1ccccc1C(CNC(=O)c1cccc(S(=O)(=O)Nc2ccc(C)cc2)c1)N(C)C (centres undefined)	i	-5	3	i	i	i	i	i	i	-0.2	i
CSc1nccc(NC(=O)c2ccc(C(C)(C)C)cc2)n1	i	7	-17	i	i	i	i	i	i	6.6	i
CC1(C)c2[nH]c3ccccc3c2C[C@H]2C(=O)N(CCCCCO)CC(=O)N21	i	10	0	i	i	i	i	i	i	-2.5	i
COc1ccc(/C=C(/C(=O)c2cccs2)N2C=CC=CC2=C(C#N)C#N)cc1	·	22	-7	i	·	i	·	i	i	1.6	i
Cc1ccc2[nH]c(C(=O)N3CCCCC3)cc2c1	i	-3	-2	i	17*	i	i	i	i	2.3	i
Cc1ccc(NC(=O)/C(=C/c2ccco2)c2ccccc2)c(C)c1	i	-2	6	i	i	i	i	i	i	0.2	i
COc1ccc(N2CCN(C(=O)CC3NC4CCCCC4NC3=O)CC2)cc1 (centres undefined)	i	0	-4	i	i	i	i	i	i	-0.1	i
COc1ccc(/C=C2\N=C(SC)NC2=O)cc1	i	-2	-11	i	i	i	i	i	i	0.0	i
Cc1ccccc1-n1cnc2cc(NCc3cccs3)ccc21	i	-7	50*	i	i	i	i	i	i	2.3	i
CCc1ccc(CNC(=O)Cn2nc(-c3ccc(C)cc3)ccc2=O)cc1	i	-10	-9	i	i	i	i	i	i	-0.2	i
COc1ccc(NC(=O)c2ccc(Cl)nc2)cc1S(=O)(=O)N1CCCCC1	i	-5	-7	i	i	i	i	i	i	0.5	i
Cc1ccc(-c2csc(/C(C#N)=C/Nc3ccccc3SC(F)(F)F)n2)c(C)c1	i	-4	7	i	i	i	i	i	i	-0.1	i
O=C(CCCn1cncn1)N1CCCC(Nc2ccc(F)cc2)C1 (centres undefined)	i	-5	1	i	i	i	i	i	i	-0.3	i
CC1=NN(C(N)=S)C(=O)C1N=Nc1c(C)cc(C)cc1C (centres undefined)	i	1	51*	i	i	i	i	i	i	-0.1	i
CC1CC(C)CN(C(=O)CCCn2c(=O)c3cccn3c3cccnc32)C1 (centres undefined)	i	8	-5	i	i	i	i	i	i	-0.2	i
C(=C\c1nc(N2CCCC2)c2ccccc2n1)/c1ccccc1	i	-5	25	i	i	i	i	i	i	-0.2	i
COc1ccc(-n2c(SCC(N)=O)nnc2-c2cccnc2)cc1	i	-1	-1	i	i	i	i	i	i	-0.8	i
Cn1c(=O)oc2cc(S(=O)(=O)NCCC(=O)N3CCc4ccccc4C3)ccc21	i	0	-1	i	i	i	i	i	i	-0.9	i

Bioassay records: PubChem, several laboratories
